NR2E3 ag-1 – activates human NR2E3 receptor. CHO-S Gal4-NCOR/VP16-NR2E3 two-hybrid, luciferase. Q9Y5X4. AID 602229. 0.35% of 360,000 active. inhibition of corepressor binding, % at 3.98 µM;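 active = inhibition above the mean of all tested compounds plus 3 SD, cut at about 70% in these data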;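 note: 0% = DMSO with NR2E3 transfected cells and 100% = cells lacking NR2E3 construct; higher means lower luciferase signal from less NR2E3 corepressor binding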
PDI turbidity – PDI (human) enzyme inhibition; 0.052% of 350,000 active; P07237; inhibition, % at 10 µM; PDI insulin aggregation turbidity, A650, 90 min;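 active = mean inhibition across replicates of 30% or more, whatever share of single replicates reach that level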;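 note: absorbance from insulin aggregation driven by PDI reduction with DTT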
Target sequence (P07237 whole entry, looked up): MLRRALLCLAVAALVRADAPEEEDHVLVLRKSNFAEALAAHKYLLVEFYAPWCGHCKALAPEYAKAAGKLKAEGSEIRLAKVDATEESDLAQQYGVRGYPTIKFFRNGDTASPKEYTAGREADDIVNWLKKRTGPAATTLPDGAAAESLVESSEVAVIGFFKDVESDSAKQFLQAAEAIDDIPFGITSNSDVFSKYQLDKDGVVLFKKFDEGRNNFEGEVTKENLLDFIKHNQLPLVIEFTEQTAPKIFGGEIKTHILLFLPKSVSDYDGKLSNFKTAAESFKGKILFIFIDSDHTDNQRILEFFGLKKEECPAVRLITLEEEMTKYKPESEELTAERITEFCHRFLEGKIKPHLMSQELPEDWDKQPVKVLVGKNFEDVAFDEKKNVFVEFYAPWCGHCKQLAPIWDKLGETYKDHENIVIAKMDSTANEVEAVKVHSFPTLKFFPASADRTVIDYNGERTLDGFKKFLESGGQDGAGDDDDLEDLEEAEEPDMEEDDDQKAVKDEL
HIF-2a inh – inhibitors of HIF-2a | inhibition, % at 18.8 µM | 0.72% of 360,000 active | 786-0 RCC cells HIF-2a reporter, luciferase luminescence, overnight;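 active = inhibition of the luminescence signal of 40% or more relative to plate controls, in a single-dose primary screen at 18.75 µM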
Shn3 inh set2 – Schnurri-3 reporter inhibition in Clone20 osteoblasts | Clone20 osteoblast Shn3 3'UTR firefly luciferase, 24 h | inhibition, % at 12.5 µM | 0.52% of 360,000 active | AID 588674;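 active = mean inhibition of at least 75% with every replicate also reaching 75%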;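 note: 0% = median of neutral control wells and 100% = pilot-screen positive control compound; some compounds past the cut are filed as inactive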
Cardio protect – protects H9c2 cardiomyocytes from peroxide injury. H2O2 injury protection, ATPLite, 2 h. protection from H2O2 cell death, % at 20 µM. 0.63% of 360,000 active;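 active = compounds giving at least 50% protection of heart cells from peroxide-induced death in the single-dose screen, raw or plate-pattern-corrected value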;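 note: 0% = DMSO wells with peroxide and 100% = DMSO wells without peroxide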
TRPM1 prom inh – reduces MITF-dependent TRPM1 promoter luciferase signal | SK-MEL-5 TRPM1 promoter luciferase, 24 h | inhibition, % at 12.5 µM | 0.83% of 330,000 active | AID 488899;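 active = mean inhibition across replicates of 60% or more, whatever share of single replicates reaches that level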; note: values of inactives mirror those of a sister screen read the other way
iPSC survival up – increases survival of single human iPS cells; hiPSC single-cell survival, ATPlite luminescence; 100% = ROCK inhibitor wells, 0% = DMSO; survival enhancement, % at 20 µM; 0.044% of 360,000 active; AID 602274; in the data active = survival enhancement above about 18%;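 note: cells exposed to compounds for 16 hours before the ATP read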
NR2E3 ag-2 – activates human photoreceptor nuclear receptor NR2E3 | AID 2300 | inhibition of corepressor binding, % at 4.78 µM | GST-NR2E3/biotin-RetCOR TR-FRET, 1536-well | 0.12% of 320,000 active;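 active = percent inhibition above the cutoff of mean plus 3 SD of all tested compounds, set per screening campaign, cut at about 20% in these data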;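 note: 0% = DMSO wells and 100% = biotin wells as full block of FRET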
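Material: NR2E3–RetCOR corepressor complex / Incubation: Compound–protein incubation for 5 h at 4 °C / Dosing: compound at 4.8 µM, single dose / Detection: time-resolved FRET / Benchmarks: high control biotin, low control 0.6% DMSO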
HTR2A ag – agonists of mouse serotonin 5-HT2A receptor (HTR2A). CHO-K1 mHTR2A beta-arrestin complementation, luminescence; percent of 30 µM serotonin response. activation, % at 7.6 µM. AID 624169. 0.66% of 360,000 active;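 active = activation above a run cutoff, the mean activation of all tested compounds plus 3 SD, cut at about 14% in these data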;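 note: 0% = plate median of compound wells and 100% = 30 µM serotonin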
Target sequence (P35363 whole entry, looked up): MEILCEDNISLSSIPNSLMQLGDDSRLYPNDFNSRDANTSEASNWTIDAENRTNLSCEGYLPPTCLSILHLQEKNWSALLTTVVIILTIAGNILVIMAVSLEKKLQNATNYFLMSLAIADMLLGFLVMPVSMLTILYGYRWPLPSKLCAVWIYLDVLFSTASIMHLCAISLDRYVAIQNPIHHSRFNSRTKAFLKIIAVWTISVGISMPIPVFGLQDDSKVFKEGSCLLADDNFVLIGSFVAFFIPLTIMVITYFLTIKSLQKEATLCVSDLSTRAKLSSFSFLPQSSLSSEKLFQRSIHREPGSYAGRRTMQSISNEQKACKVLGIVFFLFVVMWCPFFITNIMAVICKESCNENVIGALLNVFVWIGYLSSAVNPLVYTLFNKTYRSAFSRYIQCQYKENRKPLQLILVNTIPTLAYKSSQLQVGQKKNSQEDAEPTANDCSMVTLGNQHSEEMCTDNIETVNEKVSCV
Peg3 prom inh – reduces Peg3 promoter-driven luciferase expression in HeLa. HeLa PEG-Prom luciferase reporter, luminescence, overnight. inhibition, % at 20 µM. 1.7% of 360,000 active;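 active = inhibition of at least 50% at 20 µM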
CaV13 FRET inh – Primary screen for inhibitors of IQ motif and Ca2+-dependent inactivation inhibitor domain binding in CACNA1D, Förster resonance energy transfer in living cells, …; HEK cells, CFP/YFP FRET ICDI-IQ, plate reader, 10 min; percent FRET-ratio fall versus neutral wells; inhibition, % at 12.3 µM; 0.098% of 340,000 active; AID 743397;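 active = mean replicate inhibition of at least 30% and at least 1% of replicates passing that level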;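 note: 0% = median of the neutral control wells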
* hit, by the source's call; / = not tested or not shown. No enrichment for hits; any-hit rate near 3.9%.

SMILES	NR2E3 ag-1	PDI turbidity	HIF-2a inh	Shn3 inh set2	Cardio protect	TRPM1 prom inh	iPSC survival up	NR2E3 ag-2	HTR2A ag	Peg3 prom inh	CaV13 FRET inh
COc1ccc(C(=O)Nc2nc(-c3ccc(S(=O)(=O)N4CCOCC4)cc3)cs2)cc1	-29	4	-50	36	2	26	2.8	0	7	42	-3
O=C(Nc1nccs1)C1(S(=O)(=O)c2ccc(Cl)cc2)CC1	-25	-1	5	11	3	4	1.4	-2	-3	17	-6
COc1ccc(C(=O)Nc2cnc(NC(=O)c3cccs3)cc2C)cc1	-94	-15	-182	5	-1	-14	-0.4	0	5	-96	-3
O=C(N/N=C/c1cccc2ccccc12)c1cc2ccccc2o1	-31	-7	-92	8	8	3	-0.3	/	-4	-9	-6
O=S(=O)(c1ccc(Br)cc1)N1CCCN(Cc2ccccc2F)CC1	-10	8	6	74	-8	2	2.2	0	2	18	-18
CCOC(=O)C(c1ccccc1)N1CCN(c2ccc(OC)cc2)CC1 (stereo not drawn)	-13	-7	7	-15	-5	4	4.2	3	4	11	-4
Cc1ccc(S(=O)(=O)/N=C2\C=C(NS(=O)(=O)c3ccccc3)C(=O)c3ccccc32)c(C)c1	-1	-6	-5	3	0	26	-0.5	/	8	-15	-5
COC(=O)[C@@H](NC(=O)Nc1cccc(OC)c1)C(C)C	7	0	-5	26	6	-4	5.7	0	0	10	-4
O=C(NC1CCCCC1NC(=O)c1ccco1)c1ccco1 (stereo not drawn)	-4	-1	19	-3	0	9	5.0	-1	3	14	/
O=C(Cn1ccc(C(F)(F)F)n1)Nc1ccc(S(=O)(=O)NCc2ccco2)cc1	11	-4	15	-9	-2	-7	7.9	-3	2	8	-8
CCc1nnc(NC(=O)CN2CCOCC2)s1	-7	6	9	-12	-4	-2	4.1	-3	4	6	-8
CCC(Oc1ccccc1C)C(=O)N1CCCN(C)CC1 (stereo not drawn)	-10	-7	14	17	6	-6	-0.3	3	-5	8	-5
COc1ccccc1NC(=O)c1ccc(NC(=O)COC(=O)C2CCCCC2)cc1	-18	1	-5	8	-5	6	-1.2	1	3	0	8
O=C(N/C(=C\c1ccccc1)C(=O)N1CCOCC1)c1cccc(Br)c1	-2	-1	7	2	-3	5	0.4	7	2	5	-2
CC(=O)c1cccc(NC(=O)c2cnccn2)c1	5	-2	-2	-9	-1	7	-0.2	0	0	-3	-2
CCCCn1c(N)c(N(CCOC)C(=O)c2ccc(-c3ccccc3)cc2)c(=O)[nH]c1=O	-28	14	10	-7	1	0	-0.4	1	0	2	-5
Cc1cc(=O)[nH]c(SCC(=O)N2CCCCCC2)n1	-8	4	10	-4	8	7	3.2	0	0	16	/
C[C@H](CO)N1C[C@H](C)[C@@H](CN(C)S(=O)(=O)c2ccc(Cl)cc2)OCc2cnnn2CCCC1=O	13	-3	2	-2	11	/	-0.3	/	1	4	-7
CS(=O)(=O)c1ccc2c(c1)SC1=NC(=O)/C(=C/c3ccco3)C(=N)N12	-41	12	-116	-3	-5	-5	-2.6	0	-2	-19	-8
Fc1ccc2nc(C(F)(F)F)cc(N3CCOCC3)c2c1	-30	-1	8	21	4	-3	-0.2	/	1	-2	-22
COc1ccc2nc(NC(=O)CSc3cn[nH]n3)sc2c1	-121	13	-166	-39	-4	-48	-0.1	1	0	-208	-4
CC(C)c1ccc(NC(=O)N(CCc2nc3ccccc3[nH]2)C2CCCC2)cc1	-30	5	-102	21	-5	-17	-2.4	-2	-8	-10	-1
Cc1onc(-c2ccccc2)c1C(=O)n1cc(Br)cn1	-31	4	8	-12	5	13	3.0	-3	-2	12	-8
CCc1ccc(Oc2coc3cc(OCC(=O)Nc4cc(C)ccc4C)ccc3c2=O)cc1	-18	-15	5	25	-4	42	-2.5	5	-1	54*	8
COc1ccc(CCNC(=O)c2ccc(CS(=O)(=O)c3ccc(C)cc3)o2)cc1OC	-16	-2	14	19	6	9	-1.4	0	6	7	-4
Cc1ccc(OCC(=O)N(C)CC(=O)NCc2ccco2)c(Br)c1	17	4	-16	-11	6	-6	0.0	/	1	-23	-6
COc1cc2c(cc1OC)CN(c1ccc(-c3ccccc3OC)nn1)CC2	-23	-2	-39	-1	11	12	-0.7	3	1	-3	/
COc1ccc(CNCC(=O)Nc2ccccc2-n2cccc2)cc1	-23	11	7	18	-1	/	0.8	-3	3	16	-2
CCOP(=O)(OCC)/C(=N/OC(=O)c1ccc(Cl)cc1Cl)C(N)=O	4	-8	9	-10	2	-5	-0.8	-4	-3	3	-4
CCOc1ccc(-c2nc(N)ncc2-c2ccccc2OC)c(O)c1	6	-1	19	6	-6	2	-0.6	1	-7	2	-4

In a second layout: four of the compounds above
Each structure is followed by: NR2E3 ag-1, PDI turbidity, HIF-2a inh, Shn3 inh set2, Cardio protect, TRPM1 prom inh, iPSC survival up, NR2E3 ag-2, HTR2A ag, Peg3 prom inh, CaV13 FRET inh
O=C(N/C(=C\c1ccccc1)C(=O)N1CCOCC1)c1cccc(Br)c1
  -2, -1, 7, 2, -3, 5, 0.4, 7, 2, 5, -2
CC(=O)c1cccc(NC(=O)c2cnccn2)c1
  5, -2, -2, -9, -1, 7, -0.2, 0, 0, -3, -2
CCCCn1c(N)c(N(CCOC)C(=O)c2ccc(-c3ccccc3)cc2)c(=O)[nH]c1=O
  -28, 14, 10, -7, 1, 0, -0.4, 1, 0, 2, -5
Cc1cc(=O)[nH]c(SCC(=O)N2CCCCCC2)n1
  -8, 4, 10, -4, 8, 7, 3.2, 0, 0, 16, /

Continued.
SMILES	NR2E3 ag-1	PDI turbidity	HIF-2a inh	Shn3 inh set2	Cardio protect	TRPM1 prom inh	iPSC survival up	NR2E3 ag-2	HTR2A ag	Peg3 prom inh	CaV13 FRET inh
Cc1nc2c(C)[n+](CC(=O)c3ccccc3)ccc2n1C	-6	-4	-9	-9	0	/	1.0	2	0	-2	-6
O=C(N/N=C/c1ccc[nH]1)c1ccccc1OCc1ccccc1Cl	-45	2	-9	-20	7	0	-0.2	0	0	-11	-21
Cc1cccc(N(Cc2ccccc2)C(=O)CSC(C)C(=O)Nc2cc(C)on2)c1 (stereo not drawn)	6	-2	7	18	-7	15	-0.4	-2	-7	8	-2
O=C(Nc1cccnc1)c1ccccc1NS(=O)(=O)c1ccc(F)cc1	6	-4	11	2	3	7	-0.7	-2	0	42	/
Cc1ccc(C)c(CSc2nc3[nH]ncc3c(=O)[nH]2)c1	-34	14	22	-37	6	0	-2.5	-1	1	17	-6
C(=N\N=C\c1ccccn1)/c1ccccn1	-14	-1	4	10	5	2	0.0	0	-11	4	-6
Cc1cc(N2CCN(C)CC2)nc2ccc(NC(=S)NC3CC3)cc12	23	11	-19	5	15	5	-0.3	9	2	3	-15
COc1ccc(N2C(=O)c3ccccc3C(C)(C)C2=O)cc1	-13	0	12	-1	-3	5	-0.1	0	4	9	-3
COc1cc(CN2CCN(CCCc3ccccc3)CC2CCO)cc(OC)c1 (stereo not drawn)	13	-4	14	-1	0	16	-0.2	-1	-11	1	-6
Cc1ccc(CN2CCCN(C)CC2)c(C)c1	-11	0	15	-2	5	9	0.4	-6	-5	8	-19
O=C(C1=C(O)C(=O)N(c2ncccn2)C1c1ccc(Cl)c(Cl)c1)c1ccco1 (stereo not drawn)	7	4	-21	-47	4	7	4.6	-2	8	-12	-8
CN(Cc1ccccc1)C(=O)c1ccc(NC(=O)Cc2ccc(NC(=O)C3CCCN(C(=O)C4CCCC4)C3)cc2)cc1 (stereo not drawn)	-8	14	9	18	-34	16	0.0	/	-3	5	-11
CCCn1c2c(c(=N)c3c1CCC3)CCCC2	21	19	19	22	-21	8	-1.1	-4	4	14	-5
Cc1ccc(CN2CC(C(=O)Nc3cc(S(C)(=O)=O)ccc3Cl)CC2=O)cc1 (stereo not drawn)	13	-22	24	-16	-2	1	1.6	-1	5	14	-4
Cc1oc2c(CN3CCCC3)c(O)ccc2c(=O)c1-c1ccccc1	-12	2	-9	-1	10	-3	-1.9	2	0	8	-6
Cc1oc2c(c1C(=O)c1ccc(Cl)cc1)C(=O)C(=O)c1ccccc1-2	-38	3	94*	93*	-28	1	-1.8	/	3	107*	/
CCOC(=O)c1cccc(NC(=O)CCOc2ccccc2)c1	4	9	-59	-7	-10	-23	-1.1	0	10	-17	-3
CC1CCN(C(=O)COc2ccc(Nc3ccccc3)cc2)CC1	-12	5	2	-6	-14	-4	-0.3	8	0	3	-6
COCCCNC(=O)C1CCN(S(=O)(=O)c2ccc3nc4c(c(C(=O)O)c3c2)CCCCC4)CC1	10	-1	6	-16	2	-27	0.0	0	9	9	-2
COc1ccccc1CNC(=O)COc1ccccc1OC	7	10	-8	3	-2	1	-1.7	2	1	-3	1
COc1ccccc1NS(=O)(=O)c1c(C)nc2sccn2c1=O	-12	0	9	-2	10	7	-1.4	3	8	5	-7
Oc1ccc(N=Nc2cccc(Cl)c2)cc1C=Nc1ccc(N2CCOCC2)cc1	-17	-21	-11	18	66*	8	-1.0	/	-7	-19	-5
O=[N+]([O-])c1ccc(Oc2ccc(S(=O)(=O)N3CCOCC3)cn2)cc1	-9	7	11	10	0	2	-0.3	0	2	-7	-6
N#Cc1ccncc1Sc1ccc(Cl)cc1	-49	3	16	-9	-5	-8	-0.3	1	7	6	-2
Cc1nnc(SCc2ccc(Cl)c(Cl)c2)s1	-35	1	-175	-8	-5	-30	-1.9	0	-2	-90	-3
CCOC(=O)N1CCN(C(=O)c2ccc3c(=O)n(CCOC)c(=O)[nH]c3c2)CC1	-3	6	5	-9	1	0	0.3	2	5	5	-5
Cc1c(C(=O)N2CCN(S(=O)(=O)c3ccccc3F)CC2)oc2c(Cl)cccc12	1	21	13	13	4	18	-0.1	-1	1	9	-5
CC(C)(C)c1nnc(N/N=C/c2ccc(O)cc2)n(N)c1=O	-18	12	13	-5	1	4	-0.7	-1	0	-8	-5
COc1cccc(CN2CC(C(=O)NCCn3cccn3)CCC2=O)c1 (stereo not drawn)	24	8	-7	-5	-1	0	0.5	-4	2	-4	-15
CC(CC(=O)NCCc1ccc(Cl)cc1)S(=O)(=O)c1ccc2c(c1)NC(=O)CO2 (stereo not drawn)	21	1	9	-6	-2	8	0.1	3	-2	-4	-7
COc1ccc(NS(=O)(=O)c2cn(C)cn2)cc1	11	-2	16	3	5	-7	-0.2	-1	3	3	-4
CCn1cnc2c1c(=O)n(CC(=O)NCC(C)C)c(=O)n2Cc1ccccc1	-13	-7	5	2	0	3	-0.9	-1	5	18	-19
COc1cccc(N2CCN(c3ccc4nnc(CCC(=O)Nc5ccc(C)cn5)n4n3)CC2)c1	-44	-1	-30	4	12	2	-0.3	-2	-4	10	/
CC(C)(C)c1cc(C(=O)NCC(=O)OCC(=O)c2cccc([N+](=O)[O-])c2)cc(C(C)(C)C)c1	1	2	2	-8	2	-10	-0.7	-2	0	-1	-14
Nc1ccccc1N=c1ssnc1Cl	-36	-2	-132	-6	15	-14	0.7	/	-6	-92	-6
O=C(c1scc2c1CCCC2)N1CCOCC1	-14	-1	10	-4	16	0	-0.9	-1	4	16	-6
